# High-throughput results: PubChem, several laboratories
# Cardio protect: myocardial damage modulation in H9c2 cells | H9c2 cardiomyocytes, H2O2 injury protection, ATPLite, 2 h | protection from H2O2 cell death, % at 20 µM | 0.63% of 360,000 active | AID 588492;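 active means compounds giving at least 50% protection of heart cells from peroxide-induced death in the single-dose screen, raw or plate-pattern-corrected value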;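 further: 0% = DMSO wells with peroxide and 100% = DMSO wells without peroxide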
# CaV13 FRET inh: Disruptors of the CACNA1D IQ motif to Ca2+-dependent inactivation inhibitor domain association, primary screening, Förster resonance energy transfer in intact living …; inhibition, % at 12.3 µM; 0.098% of 340,000 active; AID 743397; HEK cells, CFP/YFP FRET ICDI-IQ, plate reader, 10 min; percent FRET-ratio fall versus neutral wells;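 active means mean replicate inhibition of at least 30% and at least 1% of replicates passing that level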;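 further: 0% = median of the neutral control wells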
# NR2E3 ag-1: agonists of human nuclear receptor NR2E3; Q9Y5X4; GST-NR2E3/biotin-RetCOR TR-FRET, 1536-well; inhibition of corepressor binding, % at 4.78 µM; 0.12% of 320,000 active; AID 2300;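 active means percent inhibition above the cutoff of mean plus 3 SD of all tested compounds, set per screening campaign, cut at about 20% in these data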;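 further: 0% = DMSO wells and 100% = biotin wells as full block of FRET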
# Target sequence (Q9Y5X4 whole entry, looked up): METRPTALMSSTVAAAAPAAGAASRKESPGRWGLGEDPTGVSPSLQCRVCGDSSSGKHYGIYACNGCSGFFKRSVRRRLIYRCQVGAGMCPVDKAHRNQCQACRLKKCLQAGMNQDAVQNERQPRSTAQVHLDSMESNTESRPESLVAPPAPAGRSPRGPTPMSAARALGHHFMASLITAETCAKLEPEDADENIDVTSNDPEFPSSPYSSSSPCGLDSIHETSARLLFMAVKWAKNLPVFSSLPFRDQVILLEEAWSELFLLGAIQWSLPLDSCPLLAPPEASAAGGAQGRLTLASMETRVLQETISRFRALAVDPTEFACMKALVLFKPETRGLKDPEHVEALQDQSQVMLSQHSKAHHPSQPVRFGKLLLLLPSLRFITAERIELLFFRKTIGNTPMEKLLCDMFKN
#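 System: GST-tagged NR2E3 plus biotinylated RetCOR corepressor; Buffer or medium: pH 7.5 Tris-based buffer; Probe or stimulus: RetCOR corepressor, biotinylated, 7 nM; Doses: compound at 4.8 µM, single dose; Schedule: 5 h incubation at 4 °C; Technique: time-resolved FRET; Evaluation: percent inhibition of TR-FRET ratio; Replication: one well per compound, singlicate testing.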
# Shn3 3UTR inh: reduces Shn3 3'UTR luciferase signal in osteoblasts. Clone20 osteoblast Shn3 3'UTR firefly luciferase, 24 h. inhibition, % at 12.5 µM. 0.52% of 360,000 active;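 active means mean inhibition of at least 75% with every replicate also reaching 75%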;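 further: 0% = median of neutral control wells and 100% = pilot-screen positive control compound; some compounds past the cut are filed as inactive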
# HIF-2a inh: blocks HIF-2a reporter activity; 786-0 RCC cells HIF-2a reporter, luciferase luminescence, overnight; inhibition, % at 18.8 µM; 0.72% of 360,000 active;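 active means inhibition of the luminescence signal of 40% or more relative to plate controls, in a single-dose primary screen at 18.75 µM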
# hiPSC survival: hiPSC single-cell survival enhancement. ATPlite luminescence; 100% = ROCK inhibitor wells, 0% = DMSO. survival enhancement, % at 20 µM. 0.044% of 360,000 active; in the data active means survival enhancement above about 18%;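 further: cells exposed to compounds for 16 hours before the ATP read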
# Peg3 prom inh: Peg3 promoter activity inhibition; 1.7% of 360,000 active; inhibition, % at 20 µM; HeLa PEG-Prom luciferase reporter, luminescence, overnight;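 active means inhibition of at least 50% at 20 µM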
# PDI inh: inhibitors of human protein disulfide isomerase. 0.052% of 350,000 active. P07237. inhibition, % at 10 µM. AID 588391. PDI insulin aggregation turbidity, A650, 90 min;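 active means mean inhibition across replicates of 30% or more, whatever share of single replicates reach that level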;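 further: absorbance from insulin aggregation driven by PDI reduction with DTT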
# Target sequence (P07237 whole entry, looked up): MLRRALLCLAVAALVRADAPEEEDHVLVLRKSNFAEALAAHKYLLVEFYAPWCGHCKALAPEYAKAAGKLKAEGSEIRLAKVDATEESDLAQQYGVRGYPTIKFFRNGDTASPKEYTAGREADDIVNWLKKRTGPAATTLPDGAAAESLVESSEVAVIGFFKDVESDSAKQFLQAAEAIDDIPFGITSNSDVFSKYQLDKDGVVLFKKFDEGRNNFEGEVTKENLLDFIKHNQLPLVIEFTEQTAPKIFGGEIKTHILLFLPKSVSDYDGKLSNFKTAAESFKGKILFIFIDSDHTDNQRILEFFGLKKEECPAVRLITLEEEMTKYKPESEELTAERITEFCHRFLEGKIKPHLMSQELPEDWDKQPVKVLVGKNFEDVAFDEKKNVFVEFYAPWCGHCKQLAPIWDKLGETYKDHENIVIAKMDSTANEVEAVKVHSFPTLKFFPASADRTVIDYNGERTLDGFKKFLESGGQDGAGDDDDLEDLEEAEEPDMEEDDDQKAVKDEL
# MITF TRPM1 inh: MITF TRPM1 promoter inhibition in SK-MEL-5 cells. 0.83% of 330,000 active. inhibition, % at 12.5 µM. AID 488899. SK-MEL-5 TRPM1 promoter luciferase, 24 h;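 active means mean inhibition across replicates of 60% or more, whatever share of single replicates reaches that level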; further: values of inactives mirror those of a sister screen read the other way
# HTR2A ag: agonists of mouse serotonin 5-HT2A receptor (HTR2A); 0.66% of 360,000 active; activation, % at 7.6 µM; AID 624169; CHO-K1 mHTR2A beta-arrestin complementation, luminescence; percent of 30 µM serotonin response;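 active means activation above a run cutoff, the mean activation of all tested compounds plus 3 SD, cut at about 14% in these data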;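 further: 0% = plate median of compound wells and 100% = 30 µM serotonin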
# NR2E3 ag-2: human photoreceptor-specific nuclear receptor agonism; Q9Y5X4; CHO-S Gal4-NCOR/VP16-NR2E3 two-hybrid, luciferase; inhibition of corepressor binding, % at 3.98 µM; 0.35% of 360,000 active; AID 602229;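 active means inhibition above the mean of all tested compounds plus 3 SD, cut at about 70% in these data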;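 further: 0% = DMSO with NR2E3 transfected cells and 100% = cells lacking NR2E3 construct; higher means lower luciferase signal from less NR2E3 corepressor binding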
# * marks the source's active call; other numbers are inactive results; nt = no result given.
Compound	Cardio protect	CaV13 FRET inh	NR2E3 ag-1	Shn3 3UTR inh	HIF-2a inh	hiPSC survival	Peg3 prom inh	PDI inh	MITF TRPM1 inh	HTR2A ag	NR2E3 ag-2
C#CCOCCOCCOCCNc1nc(N2CCN(C(=O)Cn3cc(CCCN=C(N)N)nn3)CC2)nc(N2CCN(C(=O)[C@H]([C@@H](C)CC)n3cc(CCCCN)nn3)CC2)n1	6	-5	3	15	6	-2.8	-8	0	3	5	-6
O=C(Cc1c[nH]c2ccccc12)Nc1ccc(N2CCOCC2)cc1	9	nt	2	-13	-4	1.4	-13	1	13	-1	4
CSc1ccc(S(=O)(=O)NCCCOC(C)C)cc1	-6	nt	5	14	10	0.2	19	-1	-8	2	-58
CCCCN1C(=O)C(CC(=O)NC(c2ccccc2)c2ccccc2)CC(C(=O)N2CCOCC2)=C1C (stereo unspecified)	5	-3	nt	0	8	-1.7	-24	-3	nt	0	-25
Cc1ccc(Sc2cc(N3CCOCC3)nc(-c3ccccc3)n2)cc1	-3	nt	-4	-5	34	-2.0	6	-3	-9	8	-1
CCOc1ccccc1NC(=O)N1CCCC1C(=O)Nc1ccc(-n2cnnn2)c(C)c1 (stereo unspecified)	0	nt	2	-3	10	-4.7	25	5	-2	-3	-5
COc1ccc(NC(=O)c2ccc(N3C(=O)C4CC=C(Cl)CC4C3=O)cc2)cc1 (stereo unspecified)	4	-20	-1	12	11	0.1	2	2	5	-5	3
Cc1cccc(-n2c(Cn3nc(C)c([N+](=O)[O-])c3C)n[nH]c2=S)c1	-4	nt	3	5	12	3.2	17	-4	2	-2	-12
C=CCn1c(Cc2cccs2)nnc1SC/C=C/c1ccccc1	-6	-8	3	10	-4	3.4	17	3	-2	-5	-7
Cc1c(N=Cc2ccc(Br)s2)cccc1[N+](=O)[O-]	4	-3	0	-4	21	-1.7	3	3	1	1	-12
CCCNC(=O)C1(C)CCCN(Cc2ccc(C#N)cc2)C1 (stereo unspecified)	7	-17	nt	-1	12	-2.1	11	0	nt	-2	28
C=CCC1NS(=O)(=O)OC(CCc2ccccc2)C1O (stereo unspecified)	0	-4	1	-17	-9	-0.9	-29	-6	-4	3	8
COCCn1c(C)cc(C(=O)Cn2nc(C(=O)O)c3ccccc3c2=O)c1C	-23	-2	-4	-49	-172	-3.4	-98	-1	-23	0	-163
Cc1cc(C)c(CN2CCN(Cc3ccc(C)o3)C(CCO)C2)c(-n2cccn2)c1 (stereo unspecified)	18	-7	3	15	26	-0.5	20	0	7	-1	-9
CC(C)C[C@H]1CN([C@@H](CC(C)C)CN2CCC[C@H]2CN2C(=O)C(=O)NC[C@@H]2Cc2ccc(O)cc2)C(=O)C(=O)N1CCc1ccccc1	nt	-6	nt	nt	8	0.7	nt	nt	nt	0	-8
CC(=O)N(O)CCCCCNC(=O)CCC(=O)N(O)CCCCCNC(=O)CCC(=O)N(O)CCCCCNC(=O)CCC(=O)O	2	-6	nt	3	9	-0.1	-17	7	-9	6	-5
CC(C)C(=O)N1CCN(C2=NS(=O)(=O)c3ccccc32)CC1	-1	-4	-2	-3	16	1.0	-4	-2	-10	-2	-16
Cc1cc(C)n(S(=O)(=O)c2ccc(C)c(C)c2C)n1	2	-5	1	13	22	-1.1	8	-8	-8	-2	-34
COc1ccc(NC(=O)C(c2ccccc2)N(C)C(=O)c2ccc(=O)[nH]c2)cc1 (stereo unspecified)	2	-19	-1	-2	21	-0.1	-5	4	18	2	-6
O=C1c2ccccc2C(=O)N1c1ccc(Cc2ccncc2)cc1	-21	-5	4	-59	1	-0.6	1	9	-11	4	5
N#C[C@]1(S(=O)(=O)c2ccccc2)C[C@@H]2ON=C(c3cccc(Br)c3)[C@@H]2C1	-24	-6	1	79	25	-2.5	17	-3	25	0	78*
CC(C)(C)c1ccc(/C=C(\C#N)C(=O)NC2CC2)cc1	-4	-1	-2	4	-3	-0.4	-5	8	nt	6	-9
CCCCc1nc2ccccc2c(NC(=O)CN2CCN(C)CC2)c1CCC	-1	-10	5	-7	8	-1.0	7	8	-2	-4	6
Cc1cc(C)cc(NC(=O)Nc2cc(S(=O)(=O)N(C)C)ccc2C)c1	-3	-6	0	7	9	0.1	18	8	nt	-6	4
O=C(NNC(=O)c1cccnc1)c1ccncc1	6	-2	1	3	9	0.0	-7	-4	4	-1	-15
COC(=O)/C(=C\Nc1ccccc1)NC(=O)c1ccc(Cl)cc1Cl	0	nt	0	-9	-77	-1.3	-39	24	-24	0	-18
COc1ccc(OC)c(N/C(N)=N/c2nc(C)cc(C)n2)c1	-4	-20	2	22	20	-0.5	16	-6	9	1	-14
O=S(=O)(Nc1cc(F)ccc1F)c1cccc2nsnc12	-4	-9	5	8	21	-0.5	5	-13	4	-1	25
Cc1ccccc1N1CN(Cc2ccco2)CNC1=S	-2	-4	-1	1	11	1.9	2	12	0	9	4
O=C(Nc1ccc(F)cc1)NC1CCCCCCC1	1	-5	nt	-38	-220	0.3	-290	-4	-97	6	-81

# 2 records picked at random from the list so far, as already listed:
Compound	Cardio protect	CaV13 FRET inh	NR2E3 ag-1	Shn3 3UTR inh	HIF-2a inh	hiPSC survival	Peg3 prom inh	PDI inh	MITF TRPM1 inh	HTR2A ag	NR2E3 ag-2
C=CCC1NS(=O)(=O)OC(CCc2ccccc2)C1O (stereo unspecified)	0	-4	1	-17	-9	-0.9	-29	-6	-4	3	8
Cc1cc(C)n(S(=O)(=O)c2ccc(C)c(C)c2C)n1	2	-5	1	13	22	-1.1	8	-8	-8	-2	-34

# 13 entries already listed, ordered by SMILES length, highest first:
Compound	Cardio protect	CaV13 FRET inh	NR2E3 ag-1	Shn3 3UTR inh	HIF-2a inh	hiPSC survival	Peg3 prom inh	PDI inh	MITF TRPM1 inh	HTR2A ag	NR2E3 ag-2
CC(=O)N(O)CCCCCNC(=O)CCC(=O)N(O)CCCCCNC(=O)CCC(=O)N(O)CCCCCNC(=O)CCC(=O)O	2	-6	nt	3	9	-0.1	-17	7	-9	6	-5
COc1ccc(NC(=O)C(c2ccccc2)N(C)C(=O)c2ccc(=O)[nH]c2)cc1 (stereo unspecified)	2	-19	-1	-2	21	-0.1	-5	4	18	2	-6
COc1ccc(NC(=O)c2ccc(N3C(=O)C4CC=C(Cl)CC4C3=O)cc2)cc1 (stereo unspecified)	4	-20	-1	12	11	0.1	2	2	5	-5	3
CCOc1ccccc1NC(=O)N1CCCC1C(=O)Nc1ccc(-n2cnnn2)c(C)c1 (stereo unspecified)	0	nt	2	-3	10	-4.7	25	5	-2	-3	-5
Cc1cc(C)cc(NC(=O)Nc2cc(S(=O)(=O)N(C)C)ccc2C)c1	-3	-6	0	7	9	0.1	18	8	nt	-6	4
COC(=O)/C(=C\Nc1ccccc1)NC(=O)c1ccc(Cl)cc1Cl	0	nt	0	-9	-77	-1.3	-39	24	-24	0	-18
CC(C)C(=O)N1CCN(C2=NS(=O)(=O)c3ccccc32)CC1	-1	-4	-2	-3	16	1.0	-4	-2	-10	-2	-16
Cc1ccc(Sc2cc(N3CCOCC3)nc(-c3ccccc3)n2)cc1	-3	nt	-4	-5	34	-2.0	6	-3	-9	8	-1
Cc1cc(C)n(S(=O)(=O)c2ccc(C)c(C)c2C)n1	2	-5	1	13	22	-1.1	8	-8	-8	-2	-34
CCCNC(=O)C1(C)CCCN(Cc2ccc(C#N)cc2)C1 (stereo unspecified)	7	-17	nt	-1	12	-2.1	11	0	nt	-2	28
O=S(=O)(Nc1cc(F)ccc1F)c1cccc2nsnc12	-4	-9	5	8	21	-0.5	5	-13	4	-1	25
CSc1ccc(S(=O)(=O)NCCCOC(C)C)cc1	-6	nt	5	14	10	0.2	19	-1	-8	2	-58
Cc1ccccc1N1CN(Cc2ccco2)CNC1=S	-2	-4	-1	1	11	1.9	2	12	0	9	4

# (next part)
Compound	Cardio protect	CaV13 FRET inh	NR2E3 ag-1	Shn3 3UTR inh	HIF-2a inh	hiPSC survival	Peg3 prom inh	PDI inh	MITF TRPM1 inh	HTR2A ag	NR2E3 ag-2
COCCNC(=O)C(=O)NCC1OCCCN1S(=O)(=O)c1cccs1 (stereo unspecified)	5	-5	-1	8	18	3.8	2	-1	6	2	-7
CCc1nnc2c(N(C)C)nc3ccccc3n12	2	-5	-1	-1	25	4.6	3	-7	-2	0	-13
CC1c2cc3c(cc2CCN1S(=O)(=O)c1ccccc1)OCCCO3 (stereo unspecified)	-6	-5	2	4	0	0.1	9	-3	-13	-6	-16
COC(=O)c1sc(S(=O)(=O)Oc2ccccc2NC(C)=O)c(C(=O)OC)c1C	0	-5	nt	0	8	-0.3	14	7	22	-1	-7
Cc1nn(-c2ccccc2)c(C)c1-c1cc(C(=O)N/N=C/c2ccc(O)cc2)[nH]n1	56*	-2	3	-2	-9	0.9	17	3	-1	4	-7
CC(C)(C)OC(=O)NCCCC[C@H](NC(=O)c1[nH]cnc1C(=O)N[C@@H](Cc1ccccc1)C(=O)OCc1ccccc1)C(=O)OC(C)(C)C	-8	-10	nt	-5	14	1.3	4	8	0	0	-1
CC1=C(C(=O)Nc2ccccn2)C(c2ccc(Br)cc2)NC(=S)N1 (stereo unspecified)	0	-6	1	-43	-112	-0.7	-63	2	-50	1	-21
O=C(N[C@@H]1c2ccccc2CC[C@@H]1OCc1ccccc1)c1ccc(C(F)(F)F)cc1	-1	-5	nt	19	14	3.9	-1	-1	3	-1	-2
O=C(NCCCN1CCCC1=O)c1ccc(S(=O)(=O)Nc2cccc(C(F)(F)F)c2)cc1	-2	-7	-2	17	1	0.1	8	1	-8	-4	13
CC(C)N(C(=O)N1CCN(c2ccnc3cc(Cl)ccc23)CC1)C(C)C	11	-14	nt	21	20	-0.5	54*	11	4	12	-10
Cc1ccc(NC(=O)C2CC(=O)n3c(nc4ccccc43)N2)cc1C (stereo unspecified)	-2	-2	-1	2	4	-0.2	1	0	1	4	-15
Cc1cc(C)c2cccc(N)c2n1	-3	-1	-2	-17	15	1.3	10	10	-3	1	-9
CCOC(=O)c1ccc(NC(=O)CSc2nc3c(c(=O)n2C)SC(C)C3)cc1 (stereo unspecified)	-24	-5	1	27	0	-2.0	0	nt	nt	7	4
CC(C)NC(=O)c1ccccc1-c1nc(-c2ccccc2Cl)no1	-15	-1	2	1	-64	-1.8	-26	4	-9	1	-12
COc1cc(NC(=O)CCCNC(=O)c2ccc(Cl)cc2)cc(OC)c1	2	-3	4	10	16	0.0	13	-4	6	-1	-13
COc1ccc(OC)c2sc(N3CCCCC3)nc12	4	-4	3	-70	-128	-3.0	-96	-9	-40	-5	-41
CCOc1ccc(CN2CCNC(=O)C2CC(=O)NCCC2=CCCCC2)cc1 (stereo unspecified)	-3	-5	4	-3	8	-0.6	-7	0	1	-3	-34
